MEKK3 PB1 HTS – MEKK3-MEK5 PB1 interaction, increase or decrease | Q99759 | binding response (% of control), % at 10 µM | bead-based flow cytometry, Alexa488-MEK5 binding to MEKK3; actives lie on both sides; 0 = blocked by unlabeled MEK5, 100 = vehicle | actives 1.4% (n = 290,000) | AID 1529;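 active means binding response more than 3 SD above or below the average of its plate-row segment, actives on both sides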;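 further: Alexa488 bead fluorescence after subtracting the streptavidin-only scavenger bead signal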
IMP-1 inhibitor – inhibitors of Pseudomonas aeruginosa IMP-1 metallo-beta-lactamase | purified IMP-1, nitrocefin hydrolysis, epi-absorbance fluorescence | inhibition, % at 5.6 µM | actives 0.45% (n = 290,000) | AID 1556;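 active means inhibition above the mean plus 3 SD of all compounds in the same screening run, cut at about 4.5% in these data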;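 further: 0% = IMP-1 with DMSO and 100% = DMSO wells lacking enzyme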
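System: purified IMP-1; amount: IMP-1 0.2 nM before substrate addition; compound: single dose, 5.6 µM; times: 25 °C, 15 min preincubation, 25 min reaction; signal: Epi-absorbance via hydrolysed-nitrocefin quenching of white-plate fluorescence, 480/530 nm, EDTA stop; benchmarks: DMSO with and without IMP-1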
IDE cell activ – activators of human insulin-degrading enzyme in cells. P14735. HEK cells, FAbeta-B cleavage, fluorescence polarization; 0% vehicle, 100% cell-free pure enzyme wells. activation, % at 5.96 µM. actives 0.073% (n = 340,000). AID 493087;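 active means activation above the mean of all tested compounds plus 3 SD, set per screening campaign, cut at about 17% in these data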
DNA FID counter – fluorescent intercalator displacement, NS3 helicase counter-screen | DNA fluorescent intercalator displacement, fluorescence | actives 0.17% (n = 290,000) | inhibition, % at 7.9 µM; in the data active means inhibition above about 37%;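 further: 0% = vehicle and 100% = reference compound; higher means more ethidium bromide displaced from hairpin DNA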
SUMO HTRF inh – inhibitors of human SUMOylation (UBC9); P63279; inhibition, % at 35 µM; actives 0.36% (n = 290,000); HTRF SUMOylation assay, SAE1/SAE2 + UBC9, in vitro; AID 2006; in the data active means inhibition above about 50%, passing the limit was not always enough; further: strong numbers were not always called active
Target sequence (P63279 whole entry, looked up): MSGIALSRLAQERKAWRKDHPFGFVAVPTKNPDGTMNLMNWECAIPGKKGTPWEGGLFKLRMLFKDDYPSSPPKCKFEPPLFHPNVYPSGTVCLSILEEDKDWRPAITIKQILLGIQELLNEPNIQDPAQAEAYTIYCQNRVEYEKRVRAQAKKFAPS
p-CIP stab down – p/CIP protein destabilization | F442A p/CIP-EGFP cells, EGFP fluorescence, 16 h | Q05BA5 | decrease of EGFP signal, % at 10 µM | actives 0.01% (n = 290,000) | AID 1984;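 active means EGFP signal decrease of at least 30% at 10 µM or well 3 SD below plate mean, unless failing retest; inactive means the rest, including hits failing retest or dose response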; further: some compounds called inactive have numbers as strong as hits; many of its hits are not listed in these tables
PHOSPHO1 block – blocks human PHOSPHO1 phosphatase activity. Q8TCT1. inhibition, % at 13.3 µM. AID 1565. actives 1.1% (n = 290,000). recombinant PHOSPHO1, absorbance phosphatase assay; in the data active means inhibition above about 60%
Target sequence (Q8TCT1 whole entry, looked up): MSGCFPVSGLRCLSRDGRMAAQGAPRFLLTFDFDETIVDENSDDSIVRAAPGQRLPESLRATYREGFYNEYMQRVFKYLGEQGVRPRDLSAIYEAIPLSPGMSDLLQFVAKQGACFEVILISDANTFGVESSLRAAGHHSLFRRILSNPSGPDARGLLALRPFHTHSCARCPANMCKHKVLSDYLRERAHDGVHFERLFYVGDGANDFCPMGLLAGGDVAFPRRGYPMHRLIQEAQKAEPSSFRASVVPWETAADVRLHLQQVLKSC
VIM-2 inhibitor – inhibitors of Pseudomonas aeruginosa VIM-2 metallo-beta-lactamase; purified VIM-2, nitrocefin hydrolysis, epi-absorbance fluorescence; inhibition, % at 5.6 µM; actives 0.89% (n = 290,000); AID 1527;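 active means inhibition above the mean of all tested compounds plus 3 SD, cutoff set per screening run, cut at about 7.5% in these data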;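 further: red hydrolysis product quenches plate fluorescence so inhibitors raise well fluorescence; 0% = enzyme with DMSO and 100% = DMSO without enzyme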
NS3 helicase inh – blocks Hepatitis C virus NS3 helicase unwinding; AID 1800; NS3 helicase DNA unwinding, Cy5 molecular beacon fluorescence; actives 0.56% (n = 290,000); inhibition, % at 10.9 µM;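 active means inhibition above the mean of all tested compounds plus 3 SD, set per campaign, cut at about 35% in these data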;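 further: 0% = DMSO wells and 100% = thioflavine S control wells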
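Test system: hepatitis C virus NS3 helicase domain fragment enzyme. Also added: annealed dual-labelled DNA beacon duplex, ATP-started. Timing: 60 min unwinding reaction at 25 °C after ATP addition. Technique: Cy5 fluorescence. Measure: % inhibition of unwinding.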
An asterisk follows results filed as active; x = no result given.

SMILES	MEKK3 PB1 HTS	IMP-1 inhibitor	IDE cell activ	DNA FID counter	SUMO HTRF inh	p-CIP stab down	PHOSPHO1 block	VIM-2 inhibitor	NS3 helicase inh
CCOP(=O)(OCC)C(NC(=O)/C=C/c1ccc(OC)cc1)c1ccccc1 (configuration not stated)	100.0	-2.0	2.0	-21.0	3.5	4.1	-29.8	-1.0	5.5
O=[N+]([O-])c1cccc(/C=C/c2ccncc2)c1	93.0	-0.6	1.4	-1.0	20.6	-6.0	12.9	-0.6	-8.3
Cc1cc(Nc2ccccc2)nc(N2CCOCC2)n1	101.0	0.3	-2.3	-0.2	13.9	5.1	-6.8	0.6	3.0
C=CCn1c(-c2csc(-c3ccccc3)n2)n[nH]c1=S	104.0	-2.6	1.1	-11.7	12.5	-9.3	11.7	-4.4	-3.4
Cn1c(C(=O)NCc2ccccn2)cc2c(=O)n3ccccc3nc21	96.0	-4.5	1.3	-2.8	36.2	0.7	-3.2	-0.5	4.2
Cc1cccc(C)c1OCc1cc(C(=O)N(C)Cc2nc3ccccc3[nH]2)no1	100.0	-3.0	-6.7	-13.8	-5.5	-6.1	11.1	-4.1	-1.4
CCN(C(=O)/C=C/c1cc(OC)c(OC)c(OC)c1)C1CCCCC1	105.0	-1.4	6.4	-38.8	0.7	-4.6	23.5	2.0	-9.5
COc1ccc2c(c1)[nH]c1c(=O)n(CCN3CCOCC3)cnc12	84.0	-1.2	2.7	-7.7	17.1	1.5	11.9	-2.1	-11.8
N#C/C(=C(/O)c1ccco1)c1nc2ccccc2[nH]1	103.0	-3.9	4.5	-4.5	7.1	-6.3	24.4	-5.1	7.6
Cc1cc(NC(=O)Cn2nnc(-c3ccccc3N)n2)no1	123.0	-4.7	3.3	6.7	3.6	-2.3	0.7	-3.6	-9.2
COc1ccc(/C=C(\C#N)C(=O)OCC(=O)NC(C)c2ccccc2)cc1 (configuration not stated)	99.0	-3.3	-1.1	6.3	0.0	-3.7	-4.4	-0.8	0.2
Cc1ccc(C=Nc2ccccc2C(=O)Nc2ccccc2)cc1	97.0	-5.4	-1.8	-6.8	3.7	1.3	-4.6	-1.0	2.3
Cc1ccc(/C=C/c2nc3ccccc3c(=O)[nH]2)cc1	111.0	-2.5	0.0	-2.0	26.9	-3.2	28.8	-2.5	-2.5
O=C(/C=C/c1ccc(Cl)cc1)Nc1ccccc1N1CCOCC1	101.0	-1.3	2.0	-0.5	10.3	0.0	-12.9	-2.2	-0.4
COC(=O)c1sccc1NC(=O)CNC(=O)c1ccccc1	102.0	-1.8	6.2	-5.2	13.1	3.2	40.5	-2.4	-3.9
Cc1cc(C)n2nc(C(=O)NCc3cccc(C(F)(F)F)c3)nc2n1	110.0	-3.8	-2.9	-7.7	5.6	-4.3	28.0	-0.5	-2.4
COc1ccccc1NC(=O)CS(=O)(=O)c1cccc2nsnc12	98.0	-1.5	-1.7	-2.2	5.3	-2.7	7.6	-2.8	8.2
CCn1c(NC(C)=O)nc2ccccc21	99.0	-0.2	1.2	-2.7	-1.0	4.0	2.9	-2.2	7.4
O=C(NC1CCCN(Cc2ccc(Cl)cc2)C1)c1ccccc1-c1ncc[nH]1 (configuration not stated)	106.0	-2.7	3.1	0.4	3.0	-7.2	21.8	-3.5	-5.3
COCCN1C(=O)c2cc(C(=O)Nc3ccc(OC)c(OC)c3)ccc2C1Nc1ccc(OC)c(OC)c1 (configuration not stated)	100.0	-3.3	-0.3	-31.5	12.0	0.1	-35.2	-2.1	-3.4
COc1ccc(-c2ccc(/C=C(\NC(=O)c3ccccc3)C(=O)N3CCOCC3)o2)cc1	103.0	-3.1	2.1	-13.4	18.3	10.4	23.4	-1.8	8.8
Clc1ccc(Oc2nc3ccccc3n3cccc23)cc1	107.0	-0.3	-2.3	1.5	-3.4	-9.6	41.2	-2.2	0.9
CCc1nnc(NC(=O)CCn2cnc3ccccc3c2=O)s1	105.0	-2.4	x	-3.2	-0.7	0.3	-41.1	-1.3	2.8
CCN(CC)CCCC(C)NC(=O)c1ccc(C(F)(F)F)cc1 (configuration not stated)	99.0	-5.5	2.3	-0.1	23.1	-6.2	35.9	-2.1	-4.2
Cc1ccc(S(=O)(=O)CNC(=S)c2cccc(C)c2)cc1	99.0	-4.1	0.4	-2.5	5.5	-4.5	90.4*	-0.6	-0.7
CC(C)N1CCN(Cc2cc3ccccc3[nH]2)CC1CCO (configuration not stated)	110.0	-4.0	4.5	0.3	-1.1	1.1	49.6	-2.9	-4.7
CC(NC(=O)c1ccccc1)c1nnc(SCc2nc3ccccc3c(=O)[nH]2)n1C (configuration not stated)	102.0	-1.7	9.8	-7.7	2.6	-1.9	-10.9	-3.0	-2.2
Cc1cc(/C=N\NC(=O)COc2cccc3cccnc23)c(C)n1-c1ccccc1	107.0	-0.5	-7.8	-13.7	18.3	-13.7	-7.4	-2.5	8.6
CCN1CCCC1CNCc1ccc(OCc2ccc(Cl)nc2)c(OC)c1 (configuration not stated)	101.0	-5.2	2.9	31.8	-7.7	1.3	7.5	0.2	-14.1
Cn1c(N)c(C(=O)CN2CCc3ccccc3C2)c(=O)n(C)c1=O	120.0	-5.6	0.1	1.5	12.2	-2.0	32.2	-3.9	1.6
O=C(CSCc1c(Cl)cccc1Cl)NCc1ccccn1	96.0	-0.7	-2.8	-6.7	19.0	-3.3	-15.5	0.4	4.9
Cc1ccc(-c2nnc(N3CCN(C(=O)CSc4ncn[nH]4)CC3)c3ccccc23)cc1	104.0	0.5	2.1	-43.9	7.5	-11.7	13.8	0.3	11.2
Nc1c(S(=O)(=O)c2ccccc2)c2nc3ccccc3nc2n1/N=C/c1cccc(O)c1	109.0	-6.7	-9.6	1.8	-31.3	-7.5	9.6	-3.3	-2.6
CSC1=C(C#N)C(c2ccccc2)C(C(C)=O)=C(C)N1 (configuration not stated)	104.0	-4.2	-0.4	-3.5	5.4	7.3	41.1	-2.8	0.6
O=C(CSc1ccc2ccccc2n1)c1ccccc1	98.0	0.1	1.4	-12.8	16.1	-1.3	12.9	1.0	-2.0
COc1ccccc1C(=O)Nn1cnnc1	107.0	-3.4	-2.5	-5.1	19.2	-11.1	x	-2.7	-0.9
Nc1nc(CN2CCN(c3ccccn3)CC2)nc(Nc2ccc(Cl)cc2)n1	103.0	-3.5	-2.1	-16.6	19.4	-2.4	6.6	-3.0	-52.6
Cc1ccc2nc(/C(C#N)=C\c3ccc(Oc4ccc([N+](=O)[O-])cn4)cc3)[nH]c2c1	98.0	-3.6	-0.4	-3.9	21.6	-28.9	-10.9	-3.3	-1.5
COC(=O)c1sccc1NC(=O)Nc1ccc(OC)c(OC)c1	102.0	-1.9	0.7	-14.5	-4.3	2.4	19.8	-1.2	6.3
COC(=O)C1(C)Nc2ccccc2C(=O)N1c1ccccc1C (configuration not stated)	86.0	-0.6	3.7	1.4	5.7	-6.7	-2.0	-3.2	-6.1
Cc1ccc(NC(=O)c2ccc(Br)o2)cc1S(=O)(=O)N(C)C	114.0	-3.6	3.5	-13.1	5.3	9.5	16.1	-1.8	0.8
CCOC(=O)N1CCN(C(=O)c2ccccc2N(C)S(C)(=O)=O)CC1	98.0	-1.8	4.5	-0.2	-1.5	-1.4	3.7	-0.1	-1.0
c1csc(-c2nnc(Cc3cccc4ccccc34)o2)c1	102.0	-3.2	-4.2	-26.7	-4.0	-2.6	5.7	-3.0	-11.7
CCSCc1nnc(SCC(=O)Nc2nc3ccccc3s2)n1C	x	-1.7	-0.4	-1.5	4.8	-1.1	-42.5	0.6	-9.0
Cc1ccccc1Cn1ccc(=NCc2ccccc2)cc1	101.0	-5.9	x	0.2	19.9	-11.6	-0.3	-2.0	3.9
CC(C)Cc1cc(CN2CCC(CO)(Cc3ccccc3)CC2)[nH]n1	109.0	-2.6	6.9	10.0	-2.5	2.9	19.5	-2.2	4.0
CC1NC(=O)NC1CCCCCC(=O)Nc1ccc(F)c(Cl)c1 (configuration not stated)	96.0	-1.5	-26.6	-9.2	8.1	-8.2	57.0	-1.2	-6.1
CCN(CC)CCCN1C(=O)C(O)=C(C(=O)c2sc(C)nc2C)C1c1ccco1 (configuration not stated)	104.0	-3.2	-7.8	3.4	17.6	-12.2	20.9	-1.8	2.9
Clc1ccc(/C=N/Nc2nn[nH]n2)cc1	106.0	-3.1	2.6	1.4	-9.4	-3.3	-13.3	1.0	2.7
Cc1ccc(/C=C2/Sc3ccc(C(=O)N4CCN(c5ccccn5)CC4)cc3NC2=O)cc1	97.0	-1.8	0.2	-41.9	38.5	-2.1	19.9	2.3	-29.0
CC(=O)c1c(C)n([O-])c2ccccc2[n+]1=O	95.0	-1.1	1.4	-3.6	32.5	-8.2	-10.5	-0.7	17.6
COc1ccccc1N1C(=O)c2ccccc2NC1c1cc(OC)c(OC)c(OC)c1 (configuration not stated)	104.0	-3.4	-6.3	-15.7	8.6	-15.9	x	-2.4	-3.6
O=[N+]([O-])c1ccc2c(c1)C(O)n1nc(-c3ccc(Cl)cc3Cl)nc1S2 (configuration not stated)	97.0	-4.3	-0.6	-3.0	24.8	1.5	23.3	-3.7	-1.3
COc1ccc(Cn2c(CO)cnc2SCC(=O)Nc2cc(C)on2)cc1	100.0	-1.1	2.9	-14.0	-13.2	7.2	26.3	0.0	-7.7
CCCn1nc([N+](=O)[O-])c(C(C#N)c2nc3ccccc3o2)c(Cl)c1=O (configuration not stated)	105.0	-3.0	5.6	8.1	18.8	5.7	17.4	-4.1	17.0
O=C(O)c1ccc(/C=N/N2CCN(Cc3cccc4ccccc34)CC2)cc1	99.0	-4.2	-6.9	-6.0	8.4	-7.4	-11.2	-2.4	1.0
COc1ccc(-c2cc(CS(=O)(=O)c3ccccc3)on2)cc1	99.0	-3.5	-6.0	-8.4	-6.5	1.7	-38.8	-3.5	2.4
CN(C)C(CNC(=O)c1ccc(-c2ccccc2)cc1)c1ccccc1 (configuration not stated)	107.0	-1.6	0.5	14.0	-2.9	-2.5	7.0	-2.9	-62.6

Screens as filed in PubChem.

A portion of the library, so the mix of outcomes need not match the whole.
